# Screening data as filed in PubChem.
# PHOSPHO1 block: blocks human PHOSPHO1 phosphatase activity; Q8TCT1; recombinant PHOSPHO1, absorbance phosphatase assay; inhibition, % at 13.3 µM; actives 1.1% (n = 290,000); AID 1565; in the data active = inhibition above about 60%
# CRFBP-R2 agonist: agonists of human CRF-binding protein/CRF-R2 receptor complex. activation, % at 13.2 µM. actives 0.46% (n = 350,000). HEK293 CRF-R2/CRF-BP, calcium dye fluorescence (FLIPR); percent of saturating CRF peptide response;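 active = activation of at least 50%, plus an integration ratio under a set limit after plate pattern correction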;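 note: plate controls were neutral control wells without compound for no effect and CRF at EC100 for full effect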
# IDE inh: inhibits human insulin-degrading enzyme in HEK cells; FAbetaB cleavage, fluorescence polarization; actives 0.41% (n = 320,000); P14735; inhibition, % at 5.59 µM; AID 434962;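 active = percent inhibition above the average of all tested compounds plus 3 SD, set per screening campaign, cut at about 16% in these data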;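 note: IDE supplied by intact live HEK cells; FP after avidin binding of uncleaved biotin substrate so inhibition keeps polarization high; 0% = DMSO wells and 100% = 60 µM reference IDE inhibitor Ii1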
# Target sequence (P14735 whole entry, looked up): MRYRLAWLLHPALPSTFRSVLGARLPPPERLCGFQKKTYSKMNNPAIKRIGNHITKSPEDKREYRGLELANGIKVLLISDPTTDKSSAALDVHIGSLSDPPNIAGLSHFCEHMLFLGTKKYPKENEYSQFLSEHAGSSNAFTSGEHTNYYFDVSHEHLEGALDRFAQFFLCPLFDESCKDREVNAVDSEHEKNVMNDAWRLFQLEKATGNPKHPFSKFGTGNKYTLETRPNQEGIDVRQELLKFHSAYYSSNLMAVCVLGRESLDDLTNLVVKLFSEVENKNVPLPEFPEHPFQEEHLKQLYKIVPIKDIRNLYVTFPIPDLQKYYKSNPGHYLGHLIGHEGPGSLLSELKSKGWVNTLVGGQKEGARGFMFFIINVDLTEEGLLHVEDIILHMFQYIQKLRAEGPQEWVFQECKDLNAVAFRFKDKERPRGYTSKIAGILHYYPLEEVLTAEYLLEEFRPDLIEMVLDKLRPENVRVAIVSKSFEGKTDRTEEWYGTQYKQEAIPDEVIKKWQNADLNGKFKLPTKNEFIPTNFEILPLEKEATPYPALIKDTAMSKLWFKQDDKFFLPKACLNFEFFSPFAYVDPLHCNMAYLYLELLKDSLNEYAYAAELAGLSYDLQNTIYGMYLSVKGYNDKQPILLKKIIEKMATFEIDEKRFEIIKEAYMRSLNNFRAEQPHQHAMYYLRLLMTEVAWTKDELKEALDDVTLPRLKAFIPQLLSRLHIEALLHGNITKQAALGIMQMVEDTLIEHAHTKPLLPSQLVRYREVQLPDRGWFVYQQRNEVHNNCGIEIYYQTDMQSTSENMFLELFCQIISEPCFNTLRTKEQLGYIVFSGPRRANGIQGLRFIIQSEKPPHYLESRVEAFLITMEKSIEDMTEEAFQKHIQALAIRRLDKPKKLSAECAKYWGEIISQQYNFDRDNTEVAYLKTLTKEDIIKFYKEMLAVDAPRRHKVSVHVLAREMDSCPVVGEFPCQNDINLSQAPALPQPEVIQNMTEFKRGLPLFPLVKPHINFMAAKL
# M4 PAM: potentiates acetylcholine response at human M4 receptor. P08173. CHO-K1 hM4/Gqi5, Fluo-8 calcium fluorescence, ACh EC20; 0% = ACh EC20, 100% = maximal ACh. activation, % at 3 µM. actives 0.4% (n = 360,000). AID 624126;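 active = activation above its plate's cutoff, the mean activation of sample wells plus 3 SD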; note: some results filed as inactive read as strong as hits
# GalR3 antagonist: antagonists of human GalR3; actives 0.44% (n = 360,000); O60755; HEK293 GalR3-CNG cAMP membrane potential fluorescence; galR3 body fused to GalR1 C-terminus; inhibition, % at 3 µM;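 active = inhibition above the screen-wide average plus 3 SD, cut at about 13% in these data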;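 note: forskolin and galanin both at EC90 stimulate the cells; cAMP rise reported by CNG channel membrane potential dye signal; 0% = forskolin plus galanin with DMSO and 100% = forskolin alone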
# IDE act: activators of human insulin-degrading enzyme in cells; P14735; HEK cells, FAbeta-B cleavage, fluorescence polarization; 0% vehicle, 100% cell-free pure enzyme wells; activation, % at 5.96 µM; actives 0.073% (n = 340,000);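 active = activation above the mean of all tested compounds plus 3 SD, set per screening campaign, cut at about 17% in these data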
# MEKK3 PB1 HTS: raises or lowers MEK5 binding to the human MEKK3 PB1 domain; Q99759; bead-based flow cytometry, Alexa488-MEK5 binding to MEKK3; actives lie on both sides; 0 = blocked by unlabeled MEK5, 100 = vehicle; binding response (% of control), % at 10 µM; actives 1.4% (n = 290,000); AID 1529;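 active = binding response more than 3 SD above or below the average of its plate-row segment, actives on both sides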;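 note: Alexa488 bead fluorescence after subtracting the streptavidin-only scavenger bead signal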
# CRFR2-BP antag: CRF-BP/CRF-R2 complex antagonism; HEK293 CRF-R2/CRF-BP, CRF-induced calcium fluorescence; inhibition, % at 11.8 µM; actives 0.59% (n = 350,000);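 active = inhibition of the ligand-induced calcium signal above about 50% at the single tested concentration, limit read from the data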
# p-CIP stab down: lowers stability of the mouse p/CIP coactivator protein | decrease of EGFP signal, % at 10 µM | actives 0.01% (n = 290,000) | F442A p/CIP-EGFP cells, EGFP fluorescence, 16 h;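 active = EGFP signal decrease of at least 30% at 10 µM or well 3 SD below plate mean, unless failing retest; inactive = the rest, including hits failing retest or dose response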; note: some compounds called inactive have numbers as strong as hits; many of its hits are not listed in these tables
# The depositor's hits bear a star; x = not tested or not shown.
item | mol | PHOSPHO1 block | CRFBP-R2 agonist | IDE inh | M4 PAM | GalR3 antagonist
1 | CCN1C(=O)[C@H]2[C@@H](c3ccc(C)cc3)N3C(=O)N(c4cccc(Br)c4)C(=O)[C@@]3(Cc3ccccc3)[C@H]2C1=O | x | 3.1 | -1 | 10 | -7
2 | CCn1c(-c2cccc(Br)c2)n[nH]c1=S | 51 | -1.6 | 4 | 6 | -1
3 | Cc1cc(C(=O)N2CCN(S(=O)(=O)c3ccccc3C#N)CC2)c(C)o1 | x | -0.1 | 2 | -1 | -6
4 | Cc1cccc(OCCCC(=O)Nc2nc3ccccc3[nH]2)c1 | -29 | -2.0 | 4 | 2 | -4
5 | Cc1ccc([N+](=O)[O-])c(OCCN2CCC(Cc3ccccc3)CC2)c1 | 13 | 5.6 | 1 | -28 | -10
6 | COCCN(C(=O)c1cccc(-n2cnnn2)c1)c1c(N)n(CC(C)C)c(=O)[nH]c1=O | x | -1.4 | 10 | 8 | -4
7 | CC1CC(C)CN(CC(O)COCCOc2ccc(Br)cc2)C1 (configuration not stated) | 16 | 0.9 | 1 | -3 | -7
8 | O=C1N/C(=C/c2cccs2)C(=O)N1Cc1ccc(F)cc1 | 12 | 5.4 | -3 | 3 | 4
9 | COc1ccc(S(=O)(=O)N2CCCCC2)cc1NC(=O)CCCOc1ccc(C)cc1 | x | -0.1 | -4 | 1 | -9
10 | C=CCn1c(SCc2ccc(OC)cc2)nnc1-c1cccnc1 | 6 | 1.7 | 0 | -5 | -4

item | IDE act | MEKK3 PB1 HTS | CRFR2-BP antag | p-CIP stab down
1 | -2 | x | -4 | x
2 | 4 | 106 | 1 | 0
3 | -4 | x | -5 | x
4 | 2 | 95 | -17 | 0
5 | 4 | 103 | -21 | -3
6 | -1 | x | 2 | x
7 | 0 | 98 | -10 | 14
8 | 0 | 106 | 2 | -30
9 | 3 | x | -1 | x
10 | -5 | 101 | 0 | -3

# Carrying on.
item | mol | PHOSPHO1 block | CRFBP-R2 agonist | IDE inh | M4 PAM | GalR3 antagonist
11 | O=C(c1ccc2c(c1)OCO2)N1CCN(c2ncccn2)CC1 | 11 | 3.7 | -1 | 1 | -2
12 | CCOc1cc(/C=N/NC(=O)c2cc(-c3cccnc3)nc3ccccc23)ccc1O | -31 | -5.1 | -1 | 3 | 9
13 | C=CCCC(=O)N1C[C@H]2CON(C)[C@H]2C[C@H]1c1ccc(Br)cc1 | x | -0.8 | x | 1 | -4
14 | O=C(c1cccc(-c2ccccc2F)c1)N1CC[C@@H](N2CCC(O)CC2)[C@H](O)C1 | 38 | 0.2 | -9 | -2 | -3
15 | O=C(N=C1SC2CS(=O)(=O)CC2N1Cc1ccccc1)c1ccccc1 (configuration not stated) | x | 0.1 | x | -2 | 0
16 | O=C(Cn1nnc(-c2ccccc2)n1)Nc1cccc(S(=O)(=O)N2CCOCC2)c1 | x | 0.6 | 3 | 10 | -2
17 | COc1ccc2c(c1)[nH]c1c(=O)n(CCCN3CCOCC3)cnc12 | 12 | -0.4 | 2 | -5 | -5
18 | O=C(NN1C(=O)C2C(c3ccccc3)C=CC(c3ccccc3)C2C1=O)c1ccncc1 (configuration not stated) | -18 | -0.5 | 4 | 0 | -3
19 | COc1ccc(NC(=O)CCCn2nc(C)c3c(C)n(-c4ccccc4)nc3c2=O)cc1 | -11 | -0.3 | 4 | 0 | -1
20 | O=C1NCC(=O)N(Cc2ccccc2)/C1=C/c1ccccc1 | -114 | 2.0 | -4 | -3 | -3

item | IDE act | MEKK3 PB1 HTS | CRFR2-BP antag | p-CIP stab down
11 | 4 | 108 | 7 | 7
12 | 5 | 106 | 8 | 12
13 | x | x | 1 | x
14 | -1 | 100 | 6 | -18
15 | x | x | -6 | x
16 | -2 | x | -4 | x
17 | 4 | 98 | -4 | -3
18 | 0 | 80 | 8 | -8
19 | -5 | 102 | 2 | -15
20 | 3 | 85 | 13 | -7

# Next section.
item | mol | PHOSPHO1 block | CRFBP-R2 agonist | IDE inh | M4 PAM | GalR3 antagonist
21 | Cc1c(OCc2ccc(C(=O)O)cc2)ccc2c(-c3ccccc3)cc(=O)oc12 | 16 | -3.2 | -1 | -8 | 4
22 | CC(=O)c1ccc(OC(=O)c2nc(-c3ccccc3)oc2C)cc1 | 13 | 0.8 | 0 | -2 | -8
23 | O=c1c(Cc2ccccc2)c(O)nc2n1CCS2 | 28 | 0.1 | -2 | -1 | -1
24 | COC(=O)c1cc(NC(=O)c2ccccc2F)cc(C(=O)OC)c1 | 16 | -0.8 | 8 | 0 | -7
25 | CCOC(=O)c1nc2c(ccc3ccccc32)cc1C | 24 | -1.2 | 2 | -4 | -7
26 | CN(CC(=O)O/N=C(\N)c1ccc([N+](=O)[O-])cc1)S(=O)(=O)c1ccccc1 | -1 | 5.8 | 4 | 5 | -4
27 | COc1ccc(S(=O)(=O)Nc2ccc3c(c2)C(=O)N([C@H](C)CO)C[C@@H](C)[C@@H](CN(C)S(=O)(=O)c2ccc(Cl)cc2)O3)cc1 | x | 1.1 | -2 | 4 | -5
28 | N#Cc1nc(Cc2cccc3ccccc23)oc1NCC1CCCO1 (configuration not stated) | -3 | -3.3 | 1 | -4 | -1
29 | CCNc1sc(C(=O)OCC)c(N)c1C#N | -23 | -1.2 | 2 | 12 | -7
30 | Cc1cccc(CS(=O)(=O)Cc2ccc(C(=O)O)o2)c1 | 5 | 0.4 | -1 | 7 | 4

item | IDE act | MEKK3 PB1 HTS | CRFR2-BP antag | p-CIP stab down
21 | 4 | 104 | 22 | -2
22 | 3 | 102 | 0 | -7
23 | 2 | 102 | -1 | -14
24 | -1 | 113 | -3 | -1
25 | x | x | 0 | -2
26 | -4 | 102 | 5 | -2
27 | 1 | x | -6 | x
28 | -4 | 102 | -4 | -10
29 | 2 | 100 | 8 | 4
30 | 4 | 107 | 4 | -7

# Additional results:
item | mol | PHOSPHO1 block | CRFBP-R2 agonist | IDE inh | M4 PAM | GalR3 antagonist
31 | O=C(COC(=O)c1cc(S(=O)(=O)N2CCOCC2)ccc1O)NCc1ccc2c(c1)OCO2 | x | -0.3 | x | 4 | -2
32 | O=C(c1cc(S(=O)(=O)N2CCOCC2)ccc1F)N1CCCc2ccccc21 | -3 | -1.4 | 0 | -3 | -4
33 | Cc1noc(C)c1S(=O)(=O)N1CCC(C(=O)N2CCN(C(=O)c3ccco3)CC2)CC1 | 14 | 0.5 | 0 | 6 | -3
34 | Cc1ccc(S(=O)(=O)N2CCN(C(=O)c3ccc4nc[nH]c4c3)CC2)cc1 | x | -0.5 | 0 | 3 | -3
35 | CC1CCN(c2ccc(NC(=O)c3ccccc3[N+](=O)[O-])cc2)CC1 | 51 | -2.4 | -1 | -7 | 1
36 | CC(C)CNC(=O)CN(C1CCCCC1)S(=O)(=O)c1ccccc1 | -16 | -0.8 | 5 | -1 | -6
37 | COc1ccc(OC)c(-c2cc(C3CCN(c4cc(Cl)nc(N)n4)CC3)[nH]n2)c1 | 32 | 1.9 | 7 | -14 | -6
38 | O=C(NCCNc1nccc(C(F)(F)F)n1)c1cccc(C(F)(F)F)c1 | 6 | -0.3 | 15 | 1 | -3
39 | Cc1cc(C(=O)NCc2ccc(C(=O)O)o2)c(C)o1 | 10 | 2.0 | 7 | 7 | x
40 | Cc1cc(C)c2c(c1)N[C@H](c1cccs1)[C@@H]1CCO[C@H]21 | -6 | 0.5 | 11 | -12 | -2

item | IDE act | MEKK3 PB1 HTS | CRFR2-BP antag | p-CIP stab down
31 | -4 | x | 12 | x
32 | 3 | 102 | 12 | 0
33 | -1 | 99 | 1 | -2
34 | -7 | x | -8 | x
35 | x | 107 | 9 | -2
36 | 3 | 111 | -16 | -2
37 | -8 | x | -42 | -14
38 | 1 | 87 | 8 | 8
39 | 0 | 97 | 8 | -3
40 | -10 | 95 | -19 | -5

# Next part.
item | mol | PHOSPHO1 block | CRFBP-R2 agonist | IDE inh | M4 PAM | GalR3 antagonist
41 | O=C(Nc1cccc(O)c1)c1cc(-c2ccco2)on1 | -26 | -1.4 | 1 | 2 | -5
42 | COc1cccc(C2CC(c3cccc(Br)c3)n3nc(N)nc3N2)c1 (configuration not stated) | 14 | 21 | 2 | -1 | 2
43 | CCCCn1c(N)c(N(CC(C)C)C(=O)c2ccc(OCc3c(C)noc3C)cc2)c(=O)[nH]c1=O | x | -0.1 | 0 | 0 | -2
44 | CCCSC1=NN2CCCC(=O)N=C2S1 | 27 | 1.5 | 5 | -3 | -3
45 | Cc1ccc(SC/C(O)=C(\C#N)c2nc3ccccc3s2)cc1 | 6 | 30 | 7 | 1 | -3
46 | Cn1c(=O)c2c(O)c(C=Nc3ccc(F)cc3)c(=O)n(C)c2n(C)c1=O | 21 | 1.6 | 1 | x | x
47 | Cc1ccc(OCC(=O)Nc2ccc(S(=O)(=O)Nc3ccccn3)cc2)cc1 | 28 | 1.2 | 3 | -4 | -2
48 | CCCNC(=O)c1c(N)n(-c2ccc(S(N)(=O)=O)cc2)c2nc3ccccc3nc12 | 4 | -1.5 | -10 | 1 | -7
49 | Cc1ccc(S(=O)(=O)N(C)CC(=O)O/N=C(\N)c2cccc(Br)c2)cc1 | 14 | 20 | 4 | 4 | -1
50 | CCOC(=O)c1c(-c2ccccc2)oc2ccc(O)c(CN(C)C)c12 | -2 | 1.6 | 0 | -2 | -12
51 | CCN(CC)C(=O)CSc1n[nH]c(=S)n1N | -116 | -2.1 | 6 | -2 | -8
52 | COC(CNC(=O)CN1C(=O)COc2ccc(S(=O)(=O)N3CCOCC3)cc21)OC | 44 | 2.8 | 6 | -3 | 6

item | IDE act | MEKK3 PB1 HTS | CRFR2-BP antag | p-CIP stab down
41 | 1 | 101 | 6 | -6
42 | 0 | 90 | -1 | -8
43 | 5 | x | -4 | x
44 | 0 | 87 | 4 | 11
45 | 6 | 94 | 25 | -5
46 | x | 95 | -18 | -5
47 | 3 | 97 | -20 | 0
48 | 11 | x | 14 | 5
49 | 3 | 102 | -32 | -18
50 | -2 | 104 | -5 | -16
51 | -1 | 98 | -3 | -17
52 | -3 | 101 | 10 | 2
